FEN1 inh = inhibitors of human flap endonuclease 1. 390,000 compounds, 0.35% hits. Recombinant FEN1 flap cleavage, fluorescence, 15 min. P39748. Potency, µM (doses to about 114 µM), for the others: at the top dose activity change, negative = inhibition, most hits filed as inhibitors; further: nearly all actives have a fitted effect of over 65% in size
Target sequence (P39748 whole entry, looked up): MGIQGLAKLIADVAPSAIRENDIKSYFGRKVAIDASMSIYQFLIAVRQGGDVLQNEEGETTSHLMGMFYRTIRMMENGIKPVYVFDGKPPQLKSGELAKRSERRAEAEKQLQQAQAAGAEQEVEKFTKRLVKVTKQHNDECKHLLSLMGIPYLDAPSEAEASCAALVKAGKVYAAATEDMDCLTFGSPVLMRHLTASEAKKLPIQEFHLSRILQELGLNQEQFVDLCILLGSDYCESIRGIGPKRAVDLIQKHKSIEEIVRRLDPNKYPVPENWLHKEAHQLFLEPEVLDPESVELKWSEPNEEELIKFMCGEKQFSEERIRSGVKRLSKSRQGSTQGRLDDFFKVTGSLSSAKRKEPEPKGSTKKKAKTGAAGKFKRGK
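Quantitative HTS format: each compound was titrated, incubated with 10 nM nuclease for 15 min at room temperature, then challenged with flap substrate at 50 nM final. Signal change over 15 min gave concentration–effect curves.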
KAT2A inh = blocks human GCN5L2 histone acetyltransferase. Q92830. GCN5L2 HAT assay, ThioGlo1 CoA-SH fluorescence. Potency, µM (titrated, usually from 58.9 µM), for the others: at the highest dose activity change, negative = inhibition, actives largely listed as inhibitors. 390,000 compounds, 0.21% hits
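qHTS, 1536-well. 20nM enzyme, pH 7.5 HEPES/EDTA/Tween-20 buffer; 15 min compound preinc., RT. Start: 75uM H3(1-25), 70uM AcCoA, 50uM ThioGlo1. Read Ex340/Em540 at t=0 (autofluorescence flag) and t=20 min.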
TDP1 cell CPT = DT40-hTDP1 cell growth loss with CPT; chicken DT40 Tdp1-/-;hTDP1 cells + 20 nM CPT, ATP luminescence, 48 h; Potency, µM (titrated, usually from 46.2 µM), for inactives: at the top dose activity change, negative = growth inhibition, usual class: inhibitors; 420,000 compounds, 12% hits; further: nearly all actives have a fitted effect of over 55% in size
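Chicken DT40 Tdp1-/- cells complemented with human TDP1, 400 cells/well, exposed to compounds plus 20 nM camptothecin for at least 48 h at 37 C; viability read as ATP content by CellTiter-Glo luminescence.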
Numbers without * were called inactive; ? = inconclusive; . = not tested or not shown; [ ] = another dose, or the depositor's remark. The call rests on the fitted dose curve; in most records, active means well fitted curve in the direction sought with a large enough effect; inconclusive means small, poorly fitted or top-dose-only effect, or another doubt; inactive means no such curve, though single readings can be large; an effect the other way counts as inactive or inconclusive. On the % scale 0 is the no-effect control and ±100 the full control effect; potency means the concentration at half of the fitted maximal effect. These rows are one share of the data; the hit share may differ from the screen's.

SMILES	FEN1 inh	KAT2A inh	TDP1 cell CPT
Fc1ccccc1COc1ccc(Br)cc1CNCC1CCCO1 (stereo unspecified)	-16%	-13%	?
CCn1c(=O)n(CC)c2cc(S(=O)(=O)N3CCC(c4ccccc4)CC3)ccc21	?	2%	?
Cc1cc(C)cc(NC(=O)c2ccccc2CC[N+](=O)[O-])c1	-5%	-2%	5%
Cc1cccc(N2C(=O)N3[C@H](c4ccc(Br)cc4)[C@@H]4C(=O)N(C(C)(C)C)C(=O)[C@@H]4[C@]3(Cc3ccc(Cl)cc3)C2=O)c1	14%	-7%	?
Cc1ccc(S(=O)(=O)N(CC(O)CN2CCOCC2)c2cc(Cl)ccc2Cl)cc1 (stereo unspecified)	4%	-3%	?
Cc1nc2c(-c3ccc(F)cc3)cnn2c(N)c1-c1ccc(F)cc1	1%	1%	21µM*
CS(=O)(=O)N(CC(=O)N1CCCC1)c1cccc(Cl)c1	-9%	1%	-19%
O=C(Nc1nncs1)C12CC3CC(CC(Cl)(C3)C1)C2	4%	-6%	14%
CC1CCCCC1NC(=O)C1CCN(c2c3c(nc4ncnn24)CCC3)CC1 (stereo unspecified)	-3%	0%	-29%
CCOc1cc(CN2CCN(c3cccc(C(F)(F)F)c3)CC2)ccc1OC	-4%	-5%	?
COC(=O)c1cc2sc(Cl)cc2n1Cc1cc(C)ccc1C	9%	-3%	-16%
COc1ccc(-c2cc(C(F)(F)F)c(C#N)c(SCC(=O)Nc3ccc(F)cc3)n2)cc1	-13%	3%	-3%
COCCn1c(SCc2nnc(-c3ccc(OC)c(OC)c3)o2)nnc1-c1ccncc1	21%	-8%	-7%
c1cncc(-c2noc(-c3ccco3)n2)c1	0%	-4%	-23%
COC(=O)c1c(C)oc(C)c1S(=O)(=O)NCC1CC1	10%	-8%	-9%
Cc1cc(C)c(C(=O)c2cccs2)c(C)c1	15%	.	1%
Cc1cccc(-c2noc(CCCC(=O)NCc3ccco3)n2)c1	-3%	-4%	15µM*
O=C(COCC(=O)N/N=C/c1ccccc1F)N/N=C/c1ccccc1F	0%	0%	6%
CC(C)N(CCc1ccncc1)C(=O)Nc1ccc(F)cc1	2%	-1%	7%
O=C(NC1CCCCC1)c1cccnc1Sc1ccccc1Cl	0%	0%	0%
Cn1c(Cn2c(=O)sc3ccccc32)nnc1SCc1cccc(F)c1	-14%	0%	-1%
Cc1ccc(-c2ccc(/C=C/C(=O)c3ccccc3)o2)cc1	-3%	-19%	?
CCOC(=O)/C(=N\NC(=O)c1ccccc1)c1ccccc1	0%	-11%[0.501 µM]	5%
OC(COc1cccc(OCC(O)CN2CCCC2)c1)CN1CCCC1 (stereo unspecified)	7%	1%	19%
CC(C)CC(N=C1NC(C)(C)Cc2ccccc21)C(=O)O (stereo unspecified)	8%	-6%	-2%

Shown with each value named: four of the compounds above
Cc1ccc(-c2ccc(/C=C/C(=O)c3ccccc3)o2)cc1
  FEN1 inh: -3%	KAT2A inh: -19%	TDP1 cell CPT: ?
CC1CCCCC1NC(=O)C1CCN(c2c3c(nc4ncnn24)CCC3)CC1 (stereo unspecified)
  FEN1 inh: -3%	KAT2A inh: 0%	TDP1 cell CPT: -29%
Cn1c(Cn2c(=O)sc3ccccc32)nnc1SCc1cccc(F)c1
  FEN1 inh: -14%	KAT2A inh: 0%	TDP1 cell CPT: -1%
Cc1cc(C)c(C(=O)c2cccs2)c(C)c1
  FEN1 inh: 15%	KAT2A inh: .	TDP1 cell CPT: 1%

The listing picks up, repeating the 2 entries before the break.
SMILES	FEN1 inh	KAT2A inh	TDP1 cell CPT
OC(COc1cccc(OCC(O)CN2CCCC2)c1)CN1CCCC1 (stereo unspecified)	7%	1%	19%
CC(C)CC(N=C1NC(C)(C)Cc2ccccc21)C(=O)O (stereo unspecified)	8%	-6%	-2%
CCOc1ccc(S(=O)(=O)N2CCC(C(=O)N3CCN(c4ccccc4F)CC3)CC2)cc1C	-2%	-16%	23µM*
Cc1ccc(NC(=S)NCCN2CCOCC2)cc1	-3%	-4%	9%
O=C(c1ccc(NC(=O)C2(c3ccccc3)CCCC2)cc1)N1CCOCC1	1%	-1%	7%
Cn1c(Cn2c(=O)sc3ccccc32)nnc1SCC(=O)NCc1ccc2c(c1)OCO2	-17%	-1%	6%
O=C(Cn1c(=O)c2cccn2c2ccc(F)cc21)N1CCN(c2ccccc2F)CC1	-11%	-12%	-19%
CCOC(=O)C1C(=O)CC(C)(O)C(C(=O)OCC)C1c1cccs1 (stereo unspecified)	-5%	-4%	8%
COc1ccc(/C=N/NC(=O)c2cccnc2)cc1CN1CCN(c2ccc(F)cc2)CC1	13%	2%	-1%
CCOc1ccc2nc(SCC(=O)Nc3nonc3C)[nH]c2c1	-2%	-4%	-10%
Cc1ccc(C(=O)NC(C)c2ccccc2)cc1Br (stereo unspecified)	12%	-11%	-16%
CC(C)c1ccc2oc(=O)cc(CN3CCN(Cc4ccccc4)CC3)c2c1	-22%	-2%	?
CCNC(=S)NNC(=O)c1ccccc1Cl	-4%	-7%	0%
COc1cc2c3nnc(-c4ccc(F)cc4)c-3cn(Cc3cccc(F)c3)c2cc1OC	-3%	-5%	2.3µM*
O=C(Nc1ccc(C(=O)O)cc1)/C(=C\c1ccccc1)NC(=O)c1ccco1	-10%	-8%	-4%
Cc1ccc(C(=O)NCCNC(=O)COc2ccccc2Cl)cn1	2%	2%	11%
CCOC(=O)C1CCN(C(=O)c2ccc3c(c2)S(=O)(=O)c2ccccc2C3=O)CC1	-4%	-4%	3%
CCOC(=O)C1=c2/c(=C/c3ccncc3)c(N)c(C(=O)OC)n2C(=O)C(c2ccncc2)S1 (stereo unspecified)	3%	-6%	?
CCN(c1ccccc1)S(=O)(=O)c1ccc(C(=O)NCc2ccccn2)cc1	3%	-5%	-11%
CN1c2ccccc2N(C)C1c1ccc2c(c1)OCO2	-1%	-21%	23µM*
CC1CCc2c(sc(NC(=O)CCC(=O)O)c2C(=O)NC2CC2)C1 (stereo unspecified)	-8%	-15%	?
Cc1ccc(NC(=O)CN(C)S(=O)(=O)c2cccc3nsnc23)cc1C	-8%	-2%	-27%
Cc1cccc(C)c1NC(=O)C(NC(=O)c1ccccn1)c1ccc([N+](=O)[O-])cc1 (stereo unspecified)	0%	-9%	-11%
Clc1cc2cccnc2c2ncccc12	11%	2%	-5%
Cc1nc(C)c(Cc2ccccc2Cl)c(=O)[nH]1	-2%	1%	-6%
CC1CC(C)CN(C(=O)c2ccc3c(c2)N(Cc2ccccc2)CCS3)C1 (stereo unspecified)	-24%	-5%	?
Cc1cccc(C)c1N(CC(=O)N(C)Cc1ccccc1)S(C)(=O)=O	-2%	-4%	-12%
O=C(N/C(=C/c1ccco1)C(=O)N1CCc2ccccc21)c1ccco1	-8%	-17%	?
CCOC(=O)c1c(C)[nH]c(C)c1C(=O)COC(=O)c1cccs1	0%	-6%	?
Cc1cccc(CCNC(=O)c2oc3c(C)c(C)ccc3c2C)n1	17%	-3%	?
CC(CN1CCN(c2ccccc2)CC1)c1ccccc1 (stereo unspecified)	-9%	-4%	5%
C=C[C@@H]1c2c(F)cccc2N(S(=O)(=O)c2ccc(C)cc2)[C@H](c2ccc(OC(C)=O)cc2)C1(C#N)C#N	-11%	-8%	?
CCC(C(=O)NC1CCCC1)N(C(=O)Cn1nnc(-c2ccc(C)cc2)n1)C1CCCC1 (stereo unspecified)	13%	.	26µM*
COc1cc2c(cc1OC)C(C)N(CCN1C(=O)c3ccccc3C1=O)CC2 (stereo unspecified)	2%	13%	-6%
CCOC(=O)C1CCCN(CCC(=O)Nc2cc(C)cc(C)c2)C1 (stereo unspecified)	-1%	-5%	-2%
Cc1c(Cl)cccc1NC(=S)N(CCN(C)C)C(C)c1ccccn1 (stereo unspecified)	0%	3%	-12%
CC(=O)c1ccc(N(CC(=O)NC2CCCC2)C(=O)CNC(=O)c2ccco2)cc1	2%	-4%	0%
COC(=O)c1ccc(OCc2cc(=O)n3ccsc3n2)cc1	1%	-6%	4%
COCCN(Cc1ccccc1)C(=O)c1cc(S(=O)(=O)N2CCCCCC2)ccc1OC	-15%	-17%	?
O=C(NCCCc1nc2ccccc2n1Cc1cccc(Cl)c1)c1ccco1	5%	-2%	16µM*
CCOC(=O)C1=CC[C@@H](c2cccc(C)c2)N(S(=O)(=O)c2ccc(C)cc2)[C@H]1C(=O)OCC	8%	-7%	15µM*
COC(=O)C1CCN(C(=O)COC(=O)c2cc(-c3ccccc3)nc3ccc(OC)cc23)CC1	-15%	-26%	?
COC(=O)C(C(=O)Nc1cccc(C)n1)C1CCCCCC1 (stereo unspecified)	-8%	3%	?
CC1CCN(S(=O)(=O)c2cccc(C(=O)N3CCN(c4ccc(F)cc4)CC3)c2)CC1	4%	-9%	15µM*
C/C(CCc1ccccc1)=N\NC(=O)c1ccc(CN2CCOCC2)cc1	15%	-1%	-2%
CCN(CCCNC(=O)CC(C(=O)N1CCc2ccccc21)n1ccnc1)c1ccccc1 (stereo unspecified)	-3%	-3%	?
CCCc1ccc2oc(C(=O)N3CCC(O)CC3)c(C)c2c1	16%	-4%	-27%
CCN1CCC(CN2CCNC2=S)CC1	-17%	.	-10%
CC(=O)Nc1ccc(N/C=C/C(=O)c2ccco2)cc1	-12%	-8%	-16%
C=C(C)CSc1nc2ccccc2c(=O)n1-c1c(C)n(C)n(-c2ccccc2)c1=O	2%	-11%	?
COc1cccc(N2CC(C(=O)Nc3nnc(SCC(=O)NC4CCCC4)s3)CC2=O)c1 (stereo unspecified)	-3%	-24%	1%
CCOC(=O)c1c(-c2ccc(C)cc2)csc1NC(=O)c1cc(=O)c2cc(C)ccc2o1	?	?	-7%

Further structures follow:
SMILES	FEN1 inh	KAT2A inh	TDP1 cell CPT
O=C(CN1CCCCC1)N1CCN(S(=O)(=O)c2ccccc2)C1	-12%	-8%	10%
CCOCCCN(Cc1ccco1)S(=O)(=O)c1cc2c(cc1C)NC(=O)CO2	-2%	-21%	-24%
CCCc1nc2ccccc2c(C(=O)OCC(=O)N2CCc3ccccc32)c1CC	1%	-18%	18µM*
CCCC(=O)Nc1ccc(NCc2ccc(C)s2)cc1	15%	-3%	-9%
Cc1nc2[nH]c(=O)c3c(n2n1)NC1=C(C(=O)CC(C)(C)C1)C3c1ccccc1 (stereo unspecified)	2%	-15%	-26%
COc1cc(C(=O)OCC(=O)N(C)Cc2ccccc2)cc(OC)c1OC	6%	-1%	?
CCOc1ccc(NC(=O)CCNC(=O)C2CCN(S(=O)(=O)c3ccccc3)CC2)cc1	-9%	3%	-13%
CC(C)(C)OC(=O)NCc1ccc(CNC(=O)c2[nH]cnc2C(=O)N[C@@H](Cc2ccccc2)C(=O)OCc2ccccc2)cc1	-24%	-15%	?
Cc1sc2ncn(CC(=O)N3CCC(C(N)=O)CC3)c(=O)c2c1S(=O)(=O)N1CC(C)CC(C)C1 (stereo unspecified)	-21%	2%	10%
CCOc1ccc(Nc2ccc3nonc3c2[N+](=O)[O-])cc1	0%	-15%	4%
COc1ccc(Cc2n[nH]c(=S)n2NC(=O)Nc2ccc(C)cc2)cc1	-13%	-18%	-20%
COc1ccc(NS(=O)(=O)c2ccc(C)c(C(=O)N3CCC3)c2)cc1	1%	-7%	?
COc1cccc(-c2cc(C(=O)Nc3ccc([N+](=O)[O-])cn3)c3ccccc3n2)c1	-4%	-11%	?
COc1ccc(-c2cc(C(F)(F)F)nc(SCCC(=O)Nc3cccc(OC)c3)n2)cc1	2%	-6%	.
COc1ccc(NC(=O)CCNC(=O)Cn2cnc3ccccc3c2=O)cc1OC	6%	-2%	-5%
Oc1ccccc1N1CCN(c2ccc3ccccc3n2)CC1	-15%	-10%	0%
COc1cc(C(=O)OC2CCN(C)CC2)cc(OC)c1OC	5%	-11%	-7%
O=C(O)Cc1csc(-c2ccc(F)cc2)n1	3%	-1%	1%
O=C(CC1(c2ccc(Cl)cc2)C2CC3CC(C2)CC1C3)NCCO (stereo unspecified)	6%	-4%	1%
CC(=O)c1ccc(N2CCN(C(C)C(=O)Nc3ccc4c(c3)OCCO4)CC2)cc1 (stereo unspecified)	-20%	-8%	-25%
Cc1ccsc1C(=O)OCC(=O)N1CCc2ccccc2C1	-19%	-11%	0%
C=C(CCO)C1=CCN(S(=O)(=O)C(C)(C)C)[C@@H]1CCO	1%	.	5%
